High-throughput results from PubChem.
PG9 Ab binder = binders of HIV-1 gp120 antibody PG9, primary screen, biochemical, TR-FRET; AID 624416, 2012; 360,000 compounds, 0.43% hits; TR-FRET gp120-PG9 antibody binding; HIV-1 gp120 / PG9 antibody interaction; inhibition, % at 6.7 µM; in the data active = inhibition above about 8.5%
UHRF1 MBD2 ctr = UHRF1 methylated DNA binding inhibitors, primary screen, counter-screen for MBD2 inhibitor project, biochemical, TR-FRET, human UHRF1, single concentration; AID 687016, 2013; 370,000 compounds, 0.75% hits; UHRF1 binding to methylated oligo; inhibition, % at 4.4 µM; E3 ubiquitin-protein ligase UHRF1 (Homo sapiens), Q96T88; in the data active = inhibition above about 21%;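 also: UHRF1 SRA domain binding a hemimethylated CpG hairpin DNA probe; 0% = median of test compound wells and 100% = reference inhibitor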
PRMT1 FP inh = PRMT1 methyltransferase inhibitors, primary screen, biochemical, fluorescence polarization; Protein arginine N-methyltransferase 1 (Homo sapiens), Q99873; recombinant PRMT1, activity-based probe fluorescence polarization; inhibition, % at 2.79 µM; 370,000 compounds, 1.3% hits; AID 652257, 2013;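 active = inhibition above about 21% made by adding two undisclosed values, limit read from the data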
LEDGF integ inh = blockers of LEDGF/p75-dependent integrase strand transfer – biochemical, TR-FRET, high throughput, primary screen | HIV-1 integrase (with human LEDGF/p75) | TR-FRET IN-LEDGF/p75 DNA integration, Eu/Cy5 | inhibition, % at 3.7 µM | 370,000 compounds, 0.64% hits;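 active = inhibition above the screen-wide mean plus 3 SD, cut at about 13% in these data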;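 also: signal is the Cy5 over europium emission ratio at 671 and 618 nm; 0% = plate median of compound wells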
MBD2 inh = inhibitors of MBD2 binding to methylated DNA, primary screen, biochemical, TR-FRET, DNA-binding domain, human | Methyl-CpG-binding domain protein 2 (Homo sapiens), Q9UBB5 | MBD2 binding to methylated oligonucleotide | inhibition, % at 4.4 µM | 370,000 compounds, 0.31% hits | AID 686964, 2013; in the data active = inhibition above about 13%
NR1D1 modulator = modulators of Rev-erb alpha DNA binding, primary screen, biochemical, FITC-DNA, fluorescence polarization, uHTS; Rev-erbα–FITC-DNA binding, 90 min; activity, % at 10 µM; 370,000 compounds, 0.79% hits;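 active = activity above about 14%, limit read from the data; passing the limit was not always enough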;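 also: 0% = DMSO wells with 35 nM protein and 100% = DMSO wells with 750 nM protein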
HTRA1 inhibitor = HTRA1 serine protease inhibitors, primary screen, biochemical, fluorescence polarization, HTS; recombinant HTRA1, FP-rhodamine activity-based probe; Q92743; AID 504803, 2011; 340,000 compounds, 0.5% hits; inhibition, % at 5.96 µM; in the data active = inhibition above about 36%;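 also: 0% = enzyme with DMSO and 100% = wells lacking enzyme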
Target sequence (Q92743 whole entry, looked up): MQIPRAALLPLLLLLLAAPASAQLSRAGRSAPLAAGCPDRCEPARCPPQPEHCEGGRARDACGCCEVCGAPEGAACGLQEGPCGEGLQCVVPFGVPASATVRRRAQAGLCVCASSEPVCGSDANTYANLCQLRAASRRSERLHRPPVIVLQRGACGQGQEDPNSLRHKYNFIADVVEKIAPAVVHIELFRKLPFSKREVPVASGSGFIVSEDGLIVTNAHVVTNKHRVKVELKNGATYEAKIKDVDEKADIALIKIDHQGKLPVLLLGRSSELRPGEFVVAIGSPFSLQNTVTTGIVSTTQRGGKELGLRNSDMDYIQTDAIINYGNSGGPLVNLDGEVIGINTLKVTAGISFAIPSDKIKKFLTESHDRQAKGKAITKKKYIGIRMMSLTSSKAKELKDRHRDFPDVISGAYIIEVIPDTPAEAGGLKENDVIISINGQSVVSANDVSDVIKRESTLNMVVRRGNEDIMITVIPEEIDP
mABHD4 FP = ABHD4 inhibitors, primary screen, biochemical, fluorescence polarization, mouse. (Lyso)-N-acylphosphatidylethanolamine lipase (Mus musculus), Q8VD66. inhibition, % at 8.92 µM. 370,000 compounds, 0.54% hits. purified mABHD4, FP-Rh probe fluorescence polarization. AID 720543, 2013;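 active = inhibition exceeding the mean over every tested compound plus 3 SD, cut at about 30% in these data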;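 also: 0% = plate median of compound wells and 100% = S159A mutant with DMSO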
Target sequence (Q8VD66 whole entry, looked up): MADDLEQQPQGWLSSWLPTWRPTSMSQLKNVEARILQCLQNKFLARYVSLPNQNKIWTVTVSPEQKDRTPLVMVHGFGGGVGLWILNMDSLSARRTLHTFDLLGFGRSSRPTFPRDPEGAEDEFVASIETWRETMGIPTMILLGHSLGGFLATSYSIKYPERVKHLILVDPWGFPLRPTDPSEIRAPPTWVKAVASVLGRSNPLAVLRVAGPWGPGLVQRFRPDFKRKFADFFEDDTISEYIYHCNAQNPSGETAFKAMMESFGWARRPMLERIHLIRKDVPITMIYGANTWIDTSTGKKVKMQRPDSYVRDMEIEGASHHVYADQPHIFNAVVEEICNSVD
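system = mouse ABHD4 enzyme, wild type | medium = HEPES pH 7.0, NaCl, Pluronic buffer | also added = FP-Rh probe | incubation = Enzyme–compound pre-incubation 45 min, then probe 60 min, both 25 °C | technique = fluorescence polarization, excitation 525 nm, emission 598 nm, BODIPY TMR filters | controls = S159A mutant high control, sample median low control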
rCAG RNA binder = binders of r(CAG) RNA repeats, primary screen, biochemical, fluorescence. r(CAG) RNA repeat, TO-PRO-1 dye displacement fluorescence. inhibition, % at 3 µM. 370,000 compounds, 1.3% hits. AID 651821, 2012;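 active = inhibition above the plate cutoff, the mean of all test compounds on that plate plus 3 SD, cut at about 35% in these data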;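 also: 0% = DMSO alone and 100% = 100 µM mitoxantrone as full dye displacement; higher means more dye released from RNA so lower well fluorescence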
TCR CD3 inh = inhibitors of human TCR-CD3 interaction, primary screen, biochemical, fluorescence, TAMRA-labeled TCR probe; T-cell receptor (TCR); inhibition, % at 9.4 µM; 360,000 compounds, 0.37% hits; in the data active = inhibition above about 19%;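 also: recombinant mutant TCR 2C K166C tagged with TAMRA read by polarization; 0% = receptor in buffer alone and 100% = receptor with positive control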
* hit, by the source's call; . = not tested or not shown. Not all compounds are listed, so the mix of outcomes need not match the whole.

SMILES	PG9 Ab binder	UHRF1 MBD2 ctr	PRMT1 FP inh	LEDGF integ inh	MBD2 inh	NR1D1 modulator	HTRA1 inhibitor	mABHD4 FP	rCAG RNA binder	TCR CD3 inh
O=C(/C=C/c1ccccc1)NCC1(c2ccccc2)CCOCC1	-0.6	0	-1	0	2	-2	-1	-1	-3	7
O=C(Nc1nnc(-c2ccc3c(c2)CCCC3)o1)c1ccccc1	3.6	-2	-2	7	0	1	22	-8	25	0
C=CCn1c(COc2cccc(C)c2)nnc1SCn1nnc2ccccc2c1=O	0.0	-2	2	0	-2	3	-4	-5	-6	4
N#Cc1nc(-c2ccco2)oc1N1CCc2ccccc2C1	1.1	-4	10	9	-5	7	-8	1	11	-4
CC(C)C1Oc2ccccc2C(=O)N(CC(=O)c2ccc3c(c2)OCCO3)C1=O (stereo not drawn)	-0.1	-1	2	1	4	17	-3	7	-2	5
COc1ccc(Cc2noc(CN3CCCN(C4Cc5ccccc5C4)CC3)n2)cc1OC	-0.1	1	-3	3	4	-3	-2	3	-5	7
O=C(N/N=C/c1ccc(F)cc1)c1ccc(-n2cnnn2)cc1	-1.9	-2	2	-3	1	0	-4	1	-2	-5
Cc1ccc(S(=O)(=O)c2nc(S(C)(=O)=O)sc2N2CCC(O)CC2)cc1	-1.9	4	0	-1	0	4	4	6	3	2
Cc1cc(NC(=O)CCCSc2nc(-c3ccco3)cc(C(F)(F)F)n2)n(-c2ccccc2)n1	-0.7	0	3	-2	3	3	-33	-25	4	0
C[N+](C)(CC#N)C/C=C\c1ccccc1	-0.7	4	5	-1	5	2	12	-5	0	0
Cc1nc(SCc2ccccc2)c([N+](=O)[O-])[nH]1	-2.1	1	1	-3	-1	4	-6	-3	3	3
CCCCSC(=S)N(C)C1CCS(=O)(=O)C1 (stereo not drawn)	0.5	1	-1	-1	2	-3	-2	-5	-1	6
Cc1ccc(C)c(NC(=S)N(C)CCc2ccccn2)c1	-1.2	-3	-1	3	-5	-7	1	-4	-2	0
CC(=O)OC1CC(C)(C)N(OC(=O)CCCN2C(=O)c3ccccc3C2=O)C(C)(C)C1	0.0	2	-1	-2	-3	-2	-4	4	-10	-5
COC(=O)c1ccccc1OCC(=O)NC1CCCCC1	-0.5	2	-4	-2	-3	1	5	4	-3	7
CC(C)(C)OC(=O)N(Cc1ccccc1)Cc1ccccc1OCc1cccc(NC(=O)c2ccccc2)c1	0.2	-2	0	-4	-7	3	-46	-28	7	4
O=C(CN1C(=O)/C(=C/c2cccc(Br)c2)SC1=S)Nc1cccnc1	-2.4	-3	6	0	2	-3	-9	-31	27	-12
CC(C)(C)NC(=O)CN(Cc1ccco1)C(=O)CCC(=O)Nc1nccs1	-0.4	-3	1	-1	2	0	3	-2	-1	2
CCCCNC(=S)N/N=C/c1sccc1C	-1.4	-4	-12	4	0	-1	-13	5	-5	2
Cc1nc(NC(=O)CSc2nnc(N)s2)c(Cl)cc1Cl	-0.1	0	2	-5	2	-3	-9	8	7	-4
CC(C)c1ccc(OCCCN2CCC(C(O)(c3ccccc3)c3ccccc3)CC2)cc1	-0.8	0	-2	5	-6	-4	.	18	1	-3
Cc1ccc(NC(=O)C2CC(=O)Nc3nc4ccccc4n32)c(C)c1 (stereo not drawn)	-0.5	-1	-2	4	-1	5	0	3	3	2
CC(C)(C)CC(=O)Nc1ccc(-c2cn3cccnc3n2)cc1	0.7	-5	-3	2	-3	-3	1	-4	-1	2
COc1ccc(-n2c(SCC(N)=O)nc3sc4c(c3c2=O)CCN(C)C4)cc1	0.0	3	7	0	4	3	0	-2	8	3
O=S(=O)(Nc1ccc(N2CCOCC2)cc1)c1ccc(F)cc1F	0.7	5	3	-3	-2	0	3	7	-1	-13
O=C(CC1C(=O)NCCN1CC1CCCCC1)NCc1cccc(F)c1F (stereo not drawn)	-0.7	2	2	-4	2	-8	0	-1	0	-1
COc1cc2ccccc2cc1C(=O)N1CCN(c2ccccc2O)CC1	-1.8	1	-1	0	-5	-8	-11	12	5	2
COc1cc(OC)c(C2=NOC(C(=O)NCCc3ccccc3)C2)cc1Cl (stereo not drawn)	-2.1	-4	1	1	-5	1	-5	0	2	3
CC(C)COC(=O)c1nnsc1NC(=O)Nc1ccccc1	0.6	-2	0	3	-2	1	-10	-7	2	1
O=C(OCc1ccccc1Cl)c1cc([N+](=O)[O-])ccc1N1CCOCC1	-0.7	4	1	2	5	4	-11	-15	-1	-1
CN(CC(=O)NCc1ccc2c(c1)OCO2)S(=O)(=O)c1ccc(Br)s1	0.6	2	-2	0	-1	-7	1	2	-3	-5
Cc1noc(C(=O)N2CCN(c3ccc(F)cc3)CC2)c1Cl	-1.0	-1	-3	0	2	-4	5	-1	-1	9
CCCc1nnc(SCC(=O)Nc2cccc(C(F)(F)F)c2)o1	-1.9	-1	0	2	-1	4	-4	-5	1	1
FC(F)(F)c1cc(C(F)(F)F)c2ccc(N3CCN(c4ccc(Cl)cc4)CC3)nc2n1	-1.7	1	2	-2	1	-6	0	1	3	-2
O=C(c1cc2n(n1)C(C(F)(F)F)CC(c1ccco1)N2)N1CCN(c2ccccn2)CC1 (stereo not drawn)	1.7	-1	-3	1	-8	-1	-5	5	3	6
COc1ccc(CC(=O)OCc2nnc(C3COc4ccccc4O3)o2)cc1OC (stereo not drawn)	1.8	-3	-2	-2	0	-3	0	1	-2	6

Full records from above:
Cc1noc(C(=O)N2CCN(c3ccc(F)cc3)CC2)c1Cl as listed: PG9 Ab binder = -1.0; UHRF1 MBD2 ctr = -1; PRMT1 FP inh = -3; LEDGF integ inh = 0; MBD2 inh = 2; NR1D1 modulator = -4; HTRA1 inhibitor = 5; mABHD4 FP = -1; rCAG RNA binder = -1; TCR CD3 inh = 9
CCCc1nnc(SCC(=O)Nc2cccc(C(F)(F)F)c2)o1 as listed: PG9 Ab binder = -1.9; UHRF1 MBD2 ctr = -1; PRMT1 FP inh = 0; LEDGF integ inh = 2; MBD2 inh = -1; NR1D1 modulator = 4; HTRA1 inhibitor = -4; mABHD4 FP = -5; rCAG RNA binder = 1; TCR CD3 inh = 1

(listing goes on)
SMILES	PG9 Ab binder	UHRF1 MBD2 ctr	PRMT1 FP inh	LEDGF integ inh	MBD2 inh	NR1D1 modulator	HTRA1 inhibitor	mABHD4 FP	rCAG RNA binder	TCR CD3 inh
COc1cc(/C=C2\C(C)=C(C#N)c3nc(N)c(C#N)c(C)c32)ccc1OCC(=O)O	0.4	-6	1	4	1	-4	12	28	28	-11
CC1CCCCC1NC(=O)C1CCN(S(=O)(=O)c2cccc3nsnc23)CC1 (stereo not drawn)	-1.4	1	-1	5	-2	-2	8	9	-1	4
O=S(=O)(c1ccc(Cl)cc1)c1cc(O)ccc1O	-1.9	4	16	-6	-2	5	5	4	4	0
Cc1ccc2c(c1)c(-c1ccccc1)nc1nnnn12	0.4	4	1	-3	2	4	0	4	-3	-7
COc1ccc(C)cc1NC(=O)Cn1cnc2sc(C)c(S(=O)(=O)N3CCOCC3)c2c1=O	-1.0	-1	-1	-2	1	-5	4	2	-1	0
CCOC(=O)c1c(NC(=O)COC(=O)Cc2n[nH]c(=O)c3ccccc23)sc(C(=O)NC)c1C	-2.4	0	-2	4	-1	-4	-2	6	1	0
O=C(CCn1c(=O)oc2ccccc21)N1CCCCCC1	-0.1	1	0	-3	3	3	-1	10	-3	-1
CC(C)c1ccc(C(=O)NCCCNC(=O)c2cnccn2)cc1	-0.7	0	-2	-1	1	3	-10	-2	-2	13
Cc1cc(=O)oc2cc(OC(C)C(=O)O)c(Cl)cc12 (stereo not drawn)	-2.2	-2	-3	0	1	0	5	1	1	7
COc1ccc(NC(=O)Cn2nnc(-c3ccccc3N)n2)cc1OC	-0.6	1	2	-4	1	-2	-2	2	1	2
CCN(CC)C(=O)/C(=C/c1cn(S(=O)(=O)N(C)C)c2ccccc12)NC(=O)c1ccc(OC)cc1	-0.4	1	1	-1	3	3	-8	2	-6	2
CCN(CCn1cccn1)C(=O)CC1C(=O)NCCN1CCc1ccccc1 (stereo not drawn)	-0.9	-2	3	3	-4	-3	2	-2	-3	3

5 compounds already listed, ordered by the value under NR1D1 modulator, low to high.
compound | NR1D1 modulator
COc1ccc(NC(=O)Cn2nnc(-c3ccccc3N)n2)cc1OC | -2
C[N+](C)(CC#N)C/C=C\c1ccccc1 | 2
COc1ccc(-n2c(SCC(N)=O)nc3sc4c(c3c2=O)CCN(C)C4)cc1 | 3
Cc1ccc(S(=O)(=O)c2nc(S(C)(=O)=O)sc2N2CCC(O)CC2)cc1 | 4
O=S(=O)(c1ccc(Cl)cc1)c1cc(O)ccc1O | 5

(further entries)
SMILES	PG9 Ab binder	UHRF1 MBD2 ctr	PRMT1 FP inh	LEDGF integ inh	MBD2 inh	NR1D1 modulator	HTRA1 inhibitor	mABHD4 FP	rCAG RNA binder	TCR CD3 inh
CC1Cc2cc(/C(O)=C3/C(=O)C(=O)N(CCCN4CCOCC4)C3c3ccc(C(C)C)cc3)ccc2O1 (stereo not drawn)	0.4	-3	2	-2	-2	-2	-2	-1	16	-5
CC(C)C(=O)Nc1cccc(NC(=S)NC(=O)c2cccs2)c1	-0.5	0	-2	1	-1	-1	-1	-1	1	0
Cc1c(NC(=O)CSC2=C(C#N)C(c3ccccc3F)CC(=O)N2)c(=O)n(-c2ccccc2)n1C (stereo not drawn)	0.0	1	2	-1	5	-2	0	-2	-7	-2
CCN(CC)S(=O)(=O)c1cc(C(=O)O)ccc1Cl	0.5	-1	-3	0	-1	0	5	-4	3	3
